# From PubChem BioAssay
# Gal4-VP16 FLuc – VP16 counterscreen qHTS for inhibitors of ROR gamma transcriptional activity. Potency, µM (highest dose often 53.6 µM), for inactives: at the top dose activity, negative = inhibition, actives largely listed as inhibitors. 310,000 compounds, 3.5% hits. Drosophila S2 Gal4-VP16 UAS-luciferase, luminescence, 20 h;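 further: Gal4-VP16 expression switched on by copper sulfate through the metallothionein promoter; on the % scale 0 is the no-effect control and ±100 the full control effect; nearly all actives have a fitted effect of over 50% in size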
# Rab9 promoter act – qHTS Assay for Rab9 Promoter Activators. Huh7 Rab9 promoter-luciferase reporter, luminescence, 24 h. AID 485297, 2010. 320,000 compounds, 2.8% hits. Potency, µM (top dose mostly 9.22 µM), for inactives: at the highest dose activation, negative = inhibition, actives largely listed as activators; further: % of control where 0% means no effect; nearly all actives have a fitted effect of over 60% in size
#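 Huh7 cells stably carrying a Rab9 promoter-luciferase reporter, 1500 cells per well in OP-MEM I with 10% FBS, treated with compound 24 hours at 37C. Luciferase activity read by luminescence after 10 minutes with Amplite reagent.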
# BRCA1 expr act – qHTS Assay to Identify Small Molecule Activators of BRCA1 Expression | MCF7-BRCA1-FFLuc reporter, luminescence, 48 h; response scale: scaled: vehicle 0%, 10 µM genistein 100% | Potency, µM (series often up to 46.1 µM), inactives show at the highest dose activation, hits mostly activators | 380,000 compounds, 1.1% hits; further: nearly all actives have a fitted effect of over 80% in size; some results filed as inactive show a strong effect at the top dose
#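 First, MCF7-BRCA1-FFLuc cells (2000/well) attach for 2 h; next, compounds are pin-added and incubated 48 h at 37 °C; finally, luciferase reagent is added and luminescence read after 15 min.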
# ELG1 genotoxic – qHTS screen for small molecules that induce genotoxicity in human embryonic kidney (HEK293T) cells expressing luciferase-tagged ELG1; AID 504466, 2011; 330,000 compounds, 1.3% hits; HEK293T ELG1-luciferase reporter, luminescence, 16 h; Potency, µM (doses to about 46 µM), for the others: at the top dose activity change, positive = activation, most hits filed as activators; further: % of control where 0% means no effect; nearly all actives have a fitted effect of over 60% in size
#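 Luminescence read-out: rising ELG1-luciferase signal, reflecting elevated ELG1 protein under genetic stress, flags genotoxic compounds. Cells were treated for 16 hr at 37 °C before ONE-Glo detection.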
# MLL CXXC-DNA inh – qHTS Fluorescence Polarization Assay for Inhibitors of MLL CXXC domain - DNA interaction; MLL-CXXC / FITC-HOXA9 DNA fluorescence polarization; 290,000 compounds, 0.037% hits; AID 2662, 2010; Potency, µM (top dose mostly 115 µM), without a hit: top-dose activity change, negative = inhibition, hits mostly inhibitors; Histone-lysine N-methyltransferase 2A (Homo sapiens), Q03164; active means well fitted inhibition curve with a large enough effect in the polarisation, with a control signal flat, not every such curve was filed as active; inconclusive means small, poorly fitted or top-dose-only effect, or effect the other way, or a change in a side signal; inactive means no such curve, though single readings can be large or run the other way; the % refers to the polarisation
#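 Steps: dispense CXXC domain solution (7 uM) → pin compounds or unlabeled HOX-A9 DNA control → 5 min ambient → add FLSN-HOX-A9 solution (50 nM) → spin → 30 min ambient → fluorescence polarization. Tris pH 7.5/NaCl/DTT/BSA buffer.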
# uPA generation – qHTS for Inhibitors of Cell Surface uPA Generation; 330,000 compounds, 0.31% hits; cell surface uPA generation assay, qHTS; Potency, µM (top dose mostly 38.3 µM), without a hit: at the top dose activity change, negative = inhibition, hits mostly inhibitors; active means well fitted inhibition curve with a large enough effect; inconclusive means small, poorly fitted or top-dose-only effect; inactive means no such curve, though single readings can be large or run the other way; tested in mouse RAW 264.7 cells; further: on the % scale 0 is the no-effect control and ±100 the full control effect; nearly all actives have a fitted effect of over 55% in size
# p53 reactivator – qHTS assay for re-activators of p53 using a Luc reporter | 320,000 compounds, 0.063% hits | Potency, µM (highest dose often 92.2 µM), for the others: top-dose activity change, positive = activation, usual class: activators | H1299 p53-A138V BP100-luciferase reporter, luminescence, 24 h; further: % of control where 0% means no effect; nearly all actives have a fitted effect of over 45% in size
#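 p53-null H1299 cells stably carrying temperature-sensitive p53-A138V and a BP100-luciferase reporter were pinned with compounds (4-point, 1:5 series) and held 24 hrs at 37 deg C. Luminescence was read 10 min after detection reagent.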
# NPC1 prom act – qHTS Assay for NPC1 Promoter Activators; Huh7 NPC1 promoter luciferase reporter, 24 h; Potency, µM (highest dose often 9.22 µM), for the others: at the top dose activation, most hits filed as activators; 320,000 compounds, 2.4% hits;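 further: % of control where 0% means no effect; nearly all actives have a fitted effect of over 60% in size; reporter is driven by a mutant NPC1 promoter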
#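 Luminescence read-out of NPC1 promoter-driven luciferase in stably transfected Huh7 cells; compounds delivered in DMSO and left 24 h at 37C, 5% CO2, qHTS titration format.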
# FLuc modulator – qHTS profiling assay for firefly luciferase inhibitor/activator using purifed enzyme and Km concentrations of substrates (counterscreen for miR-21 project); 360,000 compounds, 6.9% hits; AID 588342, 2011; purified FLuc, Km substrates, luminescence inhibition; Luciferin 4-monooxygenase (Photinus pyralis), P08659; Potency, µM (doses to about 57.5 µM), inactives show top-dose activity change, negative = inhibition, most hits filed as inhibitors;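 further: plate controls were vehicle for no effect and reference inhibitor for full effect; nearly all actives have a fitted effect of over 55% in size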
# Target sequence (P08659 whole entry, looked up): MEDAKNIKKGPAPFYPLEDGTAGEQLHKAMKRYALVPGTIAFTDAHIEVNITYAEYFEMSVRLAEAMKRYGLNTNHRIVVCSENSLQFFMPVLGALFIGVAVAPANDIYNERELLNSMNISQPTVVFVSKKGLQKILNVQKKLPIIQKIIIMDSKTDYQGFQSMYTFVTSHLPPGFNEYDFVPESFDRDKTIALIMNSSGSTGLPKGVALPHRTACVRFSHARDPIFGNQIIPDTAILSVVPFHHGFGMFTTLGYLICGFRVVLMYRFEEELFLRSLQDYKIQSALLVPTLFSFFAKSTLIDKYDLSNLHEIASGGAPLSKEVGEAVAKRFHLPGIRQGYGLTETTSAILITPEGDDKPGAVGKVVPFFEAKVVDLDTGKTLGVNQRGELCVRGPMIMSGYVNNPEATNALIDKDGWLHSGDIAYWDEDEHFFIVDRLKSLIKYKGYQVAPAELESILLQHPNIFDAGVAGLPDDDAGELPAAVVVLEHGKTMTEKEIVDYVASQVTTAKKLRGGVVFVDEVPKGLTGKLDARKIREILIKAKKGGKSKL
#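 Purified P. pyralis luciferase (10nM final) with 10uM D-luciferin and 10uM ATP (Km levels) in 50mM Tris acetate pH 7.5, 10mM Mg acetate, 0.01% Tween-20, 0.05% BSA; qHTS 6-point titration, ~60 µM downward; luminescence read.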
# RORg inh – qHTS for inhibitors of ROR gamma transcriptional activity; Nuclear receptor ROR-gamma (Mus musculus), P51450; Drosophila S2 Gal4-RORgamma UAS-luciferase reporter, 20 h; Potency, µM (series often up to 53.6 µM), for the others: at the top dose activity change, negative = inhibition, hits mostly inhibitors; 310,000 compounds, 5.4% hits; further: on the % scale 0 is the no-effect control and ±100 the full control effect; nearly all actives have a fitted effect of over 60% in size
# Target sequence (P51450 whole entry, looked up, the tested form may be a part): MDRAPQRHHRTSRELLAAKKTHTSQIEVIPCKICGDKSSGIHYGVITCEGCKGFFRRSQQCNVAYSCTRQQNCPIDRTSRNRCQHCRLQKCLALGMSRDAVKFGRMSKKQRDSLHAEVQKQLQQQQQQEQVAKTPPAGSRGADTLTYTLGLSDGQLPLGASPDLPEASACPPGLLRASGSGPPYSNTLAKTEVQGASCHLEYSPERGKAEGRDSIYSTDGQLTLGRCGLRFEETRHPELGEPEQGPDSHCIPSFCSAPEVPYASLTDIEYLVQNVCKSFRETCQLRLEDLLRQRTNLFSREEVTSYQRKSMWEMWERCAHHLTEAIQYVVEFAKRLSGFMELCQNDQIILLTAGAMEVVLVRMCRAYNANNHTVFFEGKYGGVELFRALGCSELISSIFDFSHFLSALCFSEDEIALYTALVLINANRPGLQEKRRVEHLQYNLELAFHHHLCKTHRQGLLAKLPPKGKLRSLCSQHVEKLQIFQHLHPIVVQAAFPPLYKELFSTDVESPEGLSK
#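 A Gal4/UAS one-hybrid system in insect cells: metallothionein-promoter Gal4–ROR gamma fusion plus Photinus luciferase reporter. Copper sulfate 700 uM final, 20 hr ambient incubation, luminescent detection after 10 min with reagent.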
# MBNL1-CUG inh – qHTS Assay for Inhibitors of MBNL1-poly(CUG) RNA binding. Potency, µM (series often up to 57.5 µM), without a hit: top-dose activity change, negative = inhibition, actives largely listed as inhibitors. Muscleblind-like protein 1 (Homo sapiens), Q9NR56. AID 2675, 2010. 280,000 compounds, 0.036% hits. TR-FRET MBNL1-His/biotin-(CUG)12 binding, 665/545 ratio; active means well fitted inhibition curve with a large enough effect in the signal ratio, with a control signal flat, not every such curve was filed as active; inconclusive means small, poorly fitted or top-dose-only effect, or effect the other way, or a change in a side signal; inactive means no such curve, though single readings can be large or run the other way; the % refers to the signal ratio; further: on the % scale 0 is the no-effect control and ±100 the full control effect
#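 Inhibition of protein-RNA binding appears as loss of TR-FRET between terbium anti-His antibody on MBNL1-His and streptavidin-XL665 on biotin-(CUG)12. Activity is normalized to buffer-only and uninhibited-complex controls.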
# Active calls of the source: *; ? = inconclusive; . = not tested or not shown; & = joins results of further samples; [ ] = remark or other dose. Unless noted, the call rests on the fitted dose curve; in most records, active means well fitted curve in the direction sought with a large enough effect; inconclusive means small, poorly fitted or top-dose-only effect, or another doubt; inactive means no such curve, though single readings can be large; an effect the other way counts as inactive or inconclusive. Potency means the concentration at half of the fitted maximal effect.
SMILES,Gal4-VP16 FLuc,Rab9 promoter act,BRCA1 expr act,ELG1 genotoxic,MLL CXXC-DNA inh,uPA generation,p53 reactivator,NPC1 prom act,FLuc modulator,RORg inh,MBNL1-CUG inh
CCc1[nH]nc2c1C(c1ccc(C)o1)C(C#N)=C(N)O2 (stereo not given),-13%,-7%,-1%,-1%,33%,-2%,0%,-1%,-1%,8%,-1%
CC(C)CC(C(=O)N1CCOCC1)N1Cc2ccccc2C1=O (stereo not given),4%,-8%,2%,2%,-3%,3%,-7%,-1%,-2%,-11%,-4%
Cc1cc2c(c(=O)o1)C1O[C@](c3ccsc3)(Cc3ccccc31)O2,-3%[10 µM],-11%[1.84 µM],.,.,-17%[23 µM],.,.,1%[1.84 µM],4%[11.5 µM],3%[10 µM],-3%[11.5 µM]
CC(C)Cn1c2c(c(O)c(C(=O)Nc3nc4ccccc4s3)c1=O)CCCC2,-5%,16%,20%,1%,0%,6%,0%,-3%,2%,4%,-13%
O=C(CSCc1ccccc1)Nc1cccc(C(=O)Nc2ccc(C(=O)O)cc2)c1,-27%,2%,2%,1%,-17%,8%,-1%,4%,?,7%,0%
CC1(C)CC2(CCCN(C(=S)Nc3ccccc3)C2)CCO1 (stereo not given),-30%,-3%,13%,-3%,0%,-2%,-2%,3%,4%,-26%,0%
Cc1ccc(CNC(=O)CCn2cc(-c3ccc(C)cc3)nc2-c2ccncc2)cc1,0%,4%,-6%,-1%,2%,13%,8%,-4%,1%,29%,-3%
CCc1noc(C)c1C(=O)N1CCN(S(=O)(=O)c2ccc(C)cc2C)CC1,.,-4%,-24%,-7%,.,24%,-4%,2%,0%,.,.
O=C(Nc1cccc2ccccc12)c1nn(C23CC4CC(CC(C4)C2)C3)cc1[N+](=O)[O-],3%,-6%,-11%,-1%,2%,.,-5%,0%,3%,4%,10%
CC(C)Oc1ccc(S(=O)(=O)N2CCOCC2)cc1NC(=O)C1CSC2(C)CCC(=O)N12 (stereo not given),.,0%,-5%,0%,.,-2%,13%,-2%,-2%,.,.
COCCNC(=S)NNC(=O)c1ccco1,9%,-1%,1%,7%,0%,.,2%,2%,0%,-30%,-6%
CC(C(=O)N1CCc2ccccc21)N1CCc2ccccc2C1 (stereo not given),6%,-4%,-16%,-4%,2%,-2%,5%,0%,2%,-8%,16%
O=C(NCc1ccco1)C1CCN(S(=O)(=O)N2CCOCC2)CC1,0%,3%,1%,2%,-2%,.,6%,-1%,2%,-13%,2%
Cc1cc(NC(=O)CSc2cn(CCNC(=O)c3ccc(Cl)cc3)c3ccccc23)no1,-12%,10%,82%,-9%,14%,-17%,5%,20%,?,12%,-11%
COc1ccc(CNCc2ccncc2)cc1OC,-4%,-2%,0%,3%,0%,-1%,.,-2%,0%,-14%,-5%
CCc1ccc(N2C(=O)c3cc(N4CCOCC4)c([N+](=O)[O-])cc3C2=O)cc1,-10%,0%,.,1%,1%,.,-2%,-1%,0%,5%,0%
O=C(c1cc(-c2ccc(F)cc2)on1)N1CCOCC1,-29%,1.6µM*,?,?,-3%,-2%,?,1.1µM*,6µM*,?,3%
CC(C)Oc1cccc(-c2cc(C(=O)NC(=S)N(C)c3ccccc3C(=O)O)c3ccccc3n2)c1,?,-1%,11%,3%,-7%,-11%,17%,1%,2.7µM*,11µM*,?
O=C(Nc1ccc(Br)cc1)C1CCN(c2cnccn2)CC1,-3%,-1%,0%&-6%,-6%,-3%,2%,-9%,0%,-1%&6%,15%,2%
Cc1ccc(-c2nc(C(=O)NCCCN(C)C)cc3c2[nH]c2ccccc23)cc1,?,-1%[1.84 µM],0%,8%,11%,-3%,-4%,-8%,3%,?,?
Cc1ccc2cccc(S(=O)(=O)N3CCN(c4cccc(Cl)c4)CC3)c2n1,6%,2%,-64%,-13%,10%,.,-5%,-7%,3%,-13%,7%
CCOC(=O)CNC(=O)CSc1ncnc2c1cnn2-c1ccc(C)cc1,2%,-2%,-23%,-1%,2%,5%,-7%,1%,?,21%[10 µM],7%
CC1CN(C(=O)N2c3ccccc3Sc3ccccc32)CC(C)O1 (stereo not given),3.5µM*,-2%,-42%,9%,11%,4%,4%,-2%,2%,31%,-3%
CCOC(=O)C1(Cc2ccc(Cl)cc2)CCN(Cc2nccn2CC)CC1,13µM*,-3%,2%,-13%,-2%,-1%,-4%,2%,-12%,3.2µM*,2%
CCOc1ccc(Nc2oc(-c3ccccc3Cl)nc2C#N)cc1,12%,12%,-1%,8%,56%[activator],.,7%,11%,-2%,?,10%
Cc1cccc(-c2ncc(S(=O)(=O)C(C)(C)C)c(N)n2)c1,-15%,3.2µM*,5µM*,11%,12%,6%,9%,4µM*,?,14%,.
O=C(Nc1ccccc1)OCc1cnc(Cl)s1,6%,2%,14%,5%,8%,-1%,-2%,-1%,?,36%,1%
Cc1ccc(C(=O)CSc2nnnn2Cc2ccccc2)cc1C,2%,0%,-1%,-1%,5%,2%,2%,1%,-16%,23%,-13%
CCOc1cc(C#N)c(NC(=O)c2cccnc2Cl)cc1OCC,-3%,0%,-2%,-1%,0%,-2%,-18%,0%,-1%,4%,-8%
COCc1ccc(-c2c(-c3cc(OC)cc(OC)c3)oc(=O)c3cc(OC)c(OC)cc23)cc1,.,-2%,0%,0%,.,21%,24%,19%,?,.,.
CCOC(=O)c1c(NC(=O)c2ccc(N3C(=O)[C@@H]4[C@H](C3=O)[C@H]3C=C[C@@H]4C3)cc2)sc2c1CC(C)CC2 (stereo not given in full),-15%,-3%,-12%,-3%,12%,0%,-2%,-3%,-1%,7%,.
CCc1ccc(C(=O)/C=C/Nc2ccc(S(=O)(=O)Nc3onc(C)c3C)cc2)cc1,16µM*,?,65%,13%,-5%,-2%,25%,20%,11µM*,?,21%
CNC(=O)COC(=O)c1ccc2c(c1)S(=O)(=O)c1ccccc1C2=O,0%,0%,-2%,-1%,8%,0%,2%,-5%,-2%,-22%,?
CN(C(=O)CSc1nnnn1-c1ccccc1)C1CCCCC1,?,21%,82%,2%,-5%,9%,1%,-14%,-10%,23%,-3%
CCOc1ccccc1NC1=NC2CS(=O)(=O)CC2S1 (stereo not given),-3%,-2%,0%,-3%,-9%,3%,1%,-4%,-3%,19%,-3%
CCc1ccc(OCc2nnc(SCC(=O)NCc3ccco3)o2)cc1,-1%,-4%,-23%,0%,2%,-3%,-2%,-3%,0%,2%,?

# Full records as entered above.
# Profile of CCOc1ccc(Nc2oc(-c3ccccc3Cl)nc2C#N)cc1 = Gal4-VP16 FLuc = 12%; Rab9 promoter act = 12%; BRCA1 expr act = -1%; ELG1 genotoxic = 8%; MLL CXXC-DNA inh = 56%[activator]; uPA generation = .; p53 reactivator = 7%; NPC1 prom act = 11%; FLuc modulator = -2%; RORg inh = ?; MBNL1-CUG inh = 10%
# Profile of CCc1ccc(C(=O)/C=C/Nc2ccc(S(=O)(=O)Nc3onc(C)c3C)cc2)cc1 = Gal4-VP16 FLuc = 16µM*; Rab9 promoter act = ?; BRCA1 expr act = 65%; ELG1 genotoxic = 13%; MLL CXXC-DNA inh = -5%; uPA generation = -2%; p53 reactivator = 25%; NPC1 prom act = 20%; FLuc modulator = 11µM*; RORg inh = ?; MBNL1-CUG inh = 21%
# Profile of Cc1cccc(-c2ncc(S(=O)(=O)C(C)(C)C)c(N)n2)c1 = Gal4-VP16 FLuc = -15%; Rab9 promoter act = 3.2µM*; BRCA1 expr act = 5µM*; ELG1 genotoxic = 11%; MLL CXXC-DNA inh = 12%; uPA generation = 6%; p53 reactivator = 9%; NPC1 prom act = 4µM*; FLuc modulator = ?; RORg inh = 14%; MBNL1-CUG inh = .

# The list is partial, so the mix of outcomes need not match the whole.
